Screening data deposited in PubChem BioAssay by National Center for Advancing Translational Sciences (NCATS).
KB-V1 cytotox: KB-V1 MDR subline cytotoxicity; KB-V1 MDR cells viability, CellTiter-Glo, 72 h; Potency, µM (series often up to 46.1 µM), inactives show at the highest dose activity change, negative = cytotoxicity, hits mostly cytotoxic; 3.4% of 400,000 active; AID 1347076; also: potency is read from the fitted curve at half-maximal effect; % is scaled to controls: 0 for no effect and ±100 for the full control effect; nearly all actives have a fitted effect of over 60% in size
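qHTS viability screen in drug-selected KB-V1 MDR cells: 72 h compound treatment at 37 degrees C, ATP luminescence end point.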
WRN inhibitor: blocks human WRN helicase | Potency, µM (titrated, usually from 114 µM), for inactives: at the top dose activity change, negative = inhibition, actives largely listed as inhibitors | AID 651768 | WRN helicase unwinding, fluorescent forked duplex, kinetic | 0.46% of 360,000 active | Q14191; also: potency is read from the fitted curve at half-maximal effect; % is scaled to controls: 0 for no effect and ±100 for the full control effect; nearly all actives have a fitted effect of over 55% in size
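Fluorescence dequenching readout, ex 525 nm/em 598 nm, kinetic mode: forked duplex DNA (100 nM final) with adjacent fluorophore and quencher unwound by WRN (20 nM final) with 2 mM ATP. Compound preincubation 15 min, room temperature.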
SW480 rereplic: DNA re-replication induction in SW480 cells; SW480 DNA re-replication, Hoechst DNA content imaging, 48 h; Potency, µM (series often up to 46.1 µM), without a hit: at the top dose re-replication activation, most hits filed as activators; 1.8% of 340,000 active; AID 624297; also: potency is read from the fitted curve at half-maximal effect; % of control where 0% means no effect; nearly all actives have a fitted effect of over 55% in size
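Readout is total intensity of Hoechst-stained nuclei, excited at 405 nm and collected at 500-530 nm. Compound treatment lasted 48 hr at 37 C in 5% CO2 before staining.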
HT1080NT lethal: kills 2HG-producing HT-1080-NT fibrosarcoma cells; HT-1080-NT fibrosarcoma viability, CellTiter-Glo ATP luminescence, 48 h; Potency, µM (doses to about 46.1 µM), without a hit: top-dose activity, negative = less viability, usual class: cytotoxic; 1.6% of 360,000 active; AID 686970;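 also: NT is the 2HG producing partner of a matched IDH1 knockdown line; potency is read from the fitted curve at half-maximal effect; 0% = DMSO-treated cells and -100% = media-only wells without cells; nearly all actives have a fitted effect of over 55% in size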
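HT-1080-NT; 750 cells/well; 5% FBS RPMI; 48 h compound, 37 degrees C; CellTiter-Glo luminescence; curve fitting and curve-class assignment.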
HT1080 IDH1KD tx: HT-1080 IDH1 knockdown cell toxicity (counter line); Potency, µM (top dose mostly 46.1 µM), without a hit: at the top dose activity, negative = toxicity, most hits filed as cytotoxic; 2% of 360,000 active; AID 686971; HT-1080 IDH1 knockdown viability, ATP luminescence, 48 h;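 also: potency is read from the fitted curve at half-maximal effect; 0% = DMSO wells and -100% = cell-free medium wells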
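HT-1080-IDH1KD cells (IDH1 knocked down), 750/well in RPMI with 5% FBS, treated with compound 48 h at 37 degrees C. Viability by CellTiter-Glo luminescence, normalised to DMSO and no-cell wells; concentration-response curves classed.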
IL-1B inflam inh: inhibitors of inflammasome signaling (IL-1 beta secretion). THP-1 LPS/ATP IL-1B secretion, AlphaLISA, 16 h; stronger effect = lower value. activity change, % at 57.5 µM. 4.7% of 360,000 active; in the data active = activity change below about -50%; inconclusive = mostly about -30% to -49%; also: % is scaled to controls: 0 for no effect and ±100 for the full control effect
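THP-1 cells pretreated 1 hr with compounds (up to 57.5 uM final), then stimulated with LPS (250 ng/mL final) plus ATP (1.25 mM final); secreted IL-1B measured by AlphaLISA after 16 hr, decreased signal indicating inhibition.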
MCF10A rereplic: inducers of DNA re-replication in MCF 10A breast cells; MCF 10A DNA re-replication, Hoechst nuclear intensity, 48 h; 2.9% of 350,000 active; Potency, µM (series often up to 46.1 µM), for the others: at the highest dose activity, positive = re-replication, actives largely listed as activators; also: potency is read from the fitted curve at half-maximal effect; % of control where 0% means no effect; nearly all actives have a fitted effect of over 50% in size
KB-3-1 cytotox: kills parental KB-3-1 adenocarcinoma cells | KB-3-1 viability, CellTiter-Glo ATP luminescence, 72 h | Potency, µM (series often up to 46.1 µM), inactives show top-dose activity change, negative = cytotoxic, actives largely listed as cytotoxic | 1.4% of 400,000 active | AID 1347075; also: potency is read from the fitted curve at half-maximal effect; % is scaled to controls: 0 for no effect and ±100 for the full control effect; nearly all actives have a fitted effect of over 60% in size
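Cytotoxicity measured as CellTiter-Glo luminescence after 72 h at 37 C. Compound titrations were pinned onto drug-naive KB-3-1 parental adenocarcinoma cells grown in DMEM with 10% FBS, and normalized data fitted to concentration-response curves.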
ATXN2 expr inh: inhibitors of ATXN2 expression; HEK-293 ATXN2-luciferase reporter, luminescence, 24 h; AID 1745845; 0.72% of 360,000 active; Potency, µM (highest dose often 57 µM), inactives show top-dose activity change, negative = inhibition, actives largely listed as inhibitors; also: potency is read from the fitted curve at half-maximal effect; % is scaled to controls: 0 for no effect and ±100 for the full control effect; nearly all actives have a fitted effect of over 55% in size
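ATXN2-luciferase reporter cells (luciferase flanked by upstream and downstream ATXN2 gene portions) were treated 24 h at 37 °C with compounds at up to 57 uM. SteadyGlo luminescence gave expression; GF-AFC fluorescence gave viability.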
* hit, by the source's call; i = inactive; ? = inconclusive; nt = no result given; [ ] = dose if it differs, or a comment. Unless noted, calls follow the shape of the dose curve; as a rule, active = well fitted curve in the direction sought with a large enough effect; inconclusive = small, poorly fitted or top-dose-only effect, or another doubt; inactive = no such curve, though single readings can be large; an effect the other way counts as inactive or inconclusive. Random draw from the library, and some 12% of all compounds hit somewhere here.

SMILES	KB-V1 cytotox	WRN inhibitor	SW480 rereplic	HT1080NT lethal	HT1080 IDH1KD tx	IL-1B inflam inh	MCF10A rereplic	KB-3-1 cytotox	ATXN2 expr inh
COc1cc(NC(=O)c2ccc(OC)c([N+](=O)[O-])c2)ccc1NC(=O)c1cccs1	-23%	0%	2%	-1%	-18%	12	-1%	13%	-10%
O=C(COC(=O)c1ccc(NS(=O)(=O)c2cccs2)cc1O)Nc1nc2ccccc2s1	-11%	-16%	-15%	0%	0%	0	-1%	?	nt
CCn1nc(C)c(CN2CCCCC2C(=O)Nc2ccc(Oc3cccnc3)cc2)c1C (centres undefined)	?	-28%	3%	0%	6%	i	?	-11%	-14%
Cc1ccc2nc(-c3ccc(Cl)cc3)c(Cc3ccccn3)n2c1	?	0%	nt	-24%	-18%	-3	nt	-27%	33%[activator]
O=C(CN1C(=O)CCS(=O)(=O)c2ccccc21)NCc1ccc(F)cc1	12%	-3%	-14%	7%	9%	-5	-16%	16%	-2%
Cc1ccc(S(=O)(=O)Nc2nc3ccc(S(C)(=O)=O)cc3s2)cc1	9%	-11%[57.1 µM]	-2%	-4%	8%[9.24 µM]	17	2%	0%	-4%
Cc1ccc(C(=O)N=c2sccn2C)cc1S(=O)(=O)N1CCOCC1	3%	-15%	-2%	5%	-9%	-4	-3%	16%	33%
O=S1(=O)c2ccccc2OC(COCc2ccccc2)CN1C1CC1 (centres undefined)	-8%	-1%	?	-6%	-4%	18	?	-28%	10%
O=C(Nc1ccccc1)N1CCc2c([nH]c3ccccc23)C1C(F)(F)F (centres undefined)	?	-10%	?	?	-14%	-93*	?	-2%	-12%
COc1cc(CN2C[C@@H](CO)O[C@@H](n3cnc4c(Nc5ccccc5)ncnc43)C2)cc(OC)c1OC	2%	2%	nt	29%	23%	20	nt	0%	0%
COc1ccc(C(=O)Nc2ccnc(-c3cccnc3)n2)cc1	14%	7%	-4%	22%	10%	42	2%	0%	-21%
O=C(Cn1cccn1)N1CCCC(N2CCN(Cc3ccc4c(c3)OCO4)CC2)C1 (centres undefined)	-1%	3%	-15%	11%	11%	0	-47%	-8%	1%
CCOC(=O)c1cccc(NC(=O)CCS(=O)(=O)c2cccs2)c1	21µM*	-2%	-2%	3%	2%	27	4%	6%	7%
CC(C)NC(=O)CN(c1cccc([N+](=O)[O-])c1)S(=O)(=O)c1ccccc1	0%	-1%	0%	10%	24%	49	1%	0%	-6%
COc1cccc(/C=C/C(=O)Nc2ccc3c(c2)OCCO3)c1OC	?	-20%	-6%	-12%	-13%	-78*	7%	3%	-1%
CC(/C=N/NC(=O)CSc1ccccn1)=C\c1ccc(C(C)C)cc1	0%	-7%	?	6%	16%	4	?	7%	38%[activator]
CC(=O)c1ccc(NC(=S)N2CCN(c3cccc(Cl)c3)CC2)cc1	-11%	-24%	1%	-15%	5%	-24	12%	2%	-11%[11.3 µM]
O=[N+]([O-])c1cc(Cl)cc(/C=N/NC(=S)Nc2ccc(S(=O)(=O)N3CCOCC3)cc2)c1O	-1%	-32%[11.6 µM]	?	?	3.7µM*	124	-3%	?	-36%
CCOC(=O)c1cnc2c(c(C3CC3)nn2C)c1N1CCOCC1	?	-4%	-35%[inhibitor]	-1%	-3%	17	-1%	-3%	-6%
COc1cc(NC(=O)CSc2ncnc3c2cnn3Cc2ccccc2)cc(OC)c1	-18%	6%	0%	-2%	-3%	-19	156%[0.0737 µM]	5%	2%
COc1ccc(C2=NN(C(=O)COc3ncnc4ccccc34)C(c3ccco3)C2)cc1 (centres undefined)	2%	-7%	?	-17%	?	?	16%	-8%	7%
Cc1ccc(-c2nc3c(C)cc(Br)cn3c2Cc2cccc(F)c2)cc1	?	5%	nt	16%	10%	0	nt	?	9%
CCOC(=O)c1c(S(=O)(=O)Nc2ccccn2)c(C)n(C)c1C	-3%	2%	3%	9%	11%	15	-4%	-2%	11%
C=CC1=C(C(=O)O)N2C(=O)[C@@H](NC(=O)/C(=N/OCC(=O)O)c3csc(N)n3)[C@H]2SC1	4%	?	-21%	?	14%	21	18%	0%	-2%
Cc1c(NC(=O)c2cccs2)cccc1[N+](=O)[O-]	-7%	-2%	4%	-2%	20%	-13	-7%	-10%	2%
O=C(O)CNC(=O)C(CS)Cc1ccccc1 (centres undefined)	3%	-4%	-32%	15%	26%	?	14%	0%	0%
CCc1ccccc1NC(=O)CN(C)C(=O)Cn1cc(C(F)(F)F)cc(Cl)c1=O	2%	-3%	-95%[inhibitor]	8%	4%	0	7%	3%	nt
CCN(CC)CCNC(=O)c1ccc(NC(=O)c2ccc(S(=O)(=O)N3CCCC3)cc2)cc1	?	-5%	4%	1%	4%	-14	1%	19%	1%
O=C(CNC(c1ccccc1)c1ccccc1)Nc1ccc(F)cc1	0%	-1%	0%	-16%	-14%	-13	-1%	4%	-27%
Cc1ccc(S(=O)(=O)N2CCC(C)CC2)cc1[N+](=O)[O-]	-17%	-6%	0%	-3%	-3%	8	0%	-1%	-8%
COC(=O)Cc1nc(NC(=O)c2cccs2)sc1C	12%	0%	-14%	1%	9%	-13	5%	6%	44%[activator]
C=CCn1c(O)c(C(CC)=NCCN2CCOCC2)c(=O)[nH]c1=O	6%	-14%	2%	3%	-1%	-4	329%[0.0737 µM]	-17%	5%
COC(=O)CC1(C(=O)OC)Oc2ccc(Br)cc2C(=O)N1c1ccc(Br)cc1Cl (centres undefined)	18µM*	-12%	?	15µM*	15µM*	-28	?	?	-20%
COc1cc2[nH]c3c(=O)n(CCN4CCOCC4)cnc3c2cc1OC	11%	-21%	-14%	17%	2%	-2	1%	-12%	-5%
O=C(c1ccco1)N1CCCN(Cc2cn[nH]c2-c2ccc(-c3ccccc3)cc2)CC1	?	5%	-5%	-18%	-16%	-82*	?	-1%	21%
Cc1ccccc1Nc1nc(N)nc(CSc2nnnn2-c2ccccc2)n1	-19%	-12%	-8%	-9%	?	-12	4%	10%	-7%
COC(=O)CSc1nnc(CCc2nc3ccccc3[nH]2)n1C	14%	10%	-9%	7%	11%	17	-12%	1%	1%
COc1ccc(NC(=O)CN(C)C(=O)CNC(=O)c2sc3ccccc3c2Cl)cc1	-25%	-3%	-19%	-2%	-3%	0	-4%	-4%	15%
COCCNC(=O)C(c1ccc(Cl)cc1)N(C(=O)Cn1nnc2ccccc21)c1cccnc1 (centres undefined)	4%	-5%	1%	19%	18%	-5	?	19%	6%
Cc1ccccc1CNC(=O)c1csc([C@H]2C[C@H](O)[C@@H](CO)O2)n1	0%	-9%	nt	16%	0%	-10	nt	0%	6%
Cc1cc(C)cc(N(C(=O)c2ccc3c(c2)OCO3)C2C=CS(=O)(=O)C2)c1 (centres undefined)	-16%	-1%	0%	-2%	-1%	-9	1%	10%	-2%
CCCCNC(=O)N1CCN(c2ncccn2)CC1	-2%	1%	-7%	11%	12%	1	2%	13%	7%
CCOc1ccc(C(=O)CCC(=O)Nc2cccc(S(=O)(=O)N3CCCCC3)c2)cc1	nt	-10%	-5%	0%	-1%	-7	?	nt	2%
CCNc1nc2nc3ccc(C)cn3c(=O)c2cc1C(=O)NCC1CCCO1 (centres undefined)	?	5%	-428%[1.84 µM]	-1%	2%	-23	16%	-9%	7%
COCc1nnc(NC(=O)c2cc(OC)c(OC)cc2[N+](=O)[O-])s1	22%	-8%	-3%	16%	14%	28	0%	-4%	4%
CCCCCCC1CCC(C(=O)N2CCOCC2)CC1 (centres undefined)	-5%	-8%	9%	10%	-9%	43	?	-4%	nt
CCCCNC(=O)c1onc(CSc2ccc(C)c(C)c2)c1C(=O)O	1%	1%	-7%	-16%	-13%	-4	5%	24%	110%[activator]
CCOc1ccc(S(=O)(=O)N2CCN(CC(O)COc3cccc([N+](=O)[O-])c3)CC2)cc1 (centres undefined)	?	-2%	-1%	1%	-19%	?	0%	10%	-26%
COc1ccc(-c2coc3cc(OC)cc(OC)c3c2=O)cc1	-12%	-12%	5%	0%	0%	-21	14%	-1%	27%
CCOC(=O)/C(=N\Nc1ccccc1)P(=O)(c1ccccc1)c1ccccc1	12µM*	2%	-14%	?	-24%	nt	3%	-11%	-30%
Carrying on.
SMILES	KB-V1 cytotox	WRN inhibitor	SW480 rereplic	HT1080NT lethal	HT1080 IDH1KD tx	IL-1B inflam inh	MCF10A rereplic	KB-3-1 cytotox	ATXN2 expr inh
NC(=O)c1ccc(Oc2ccc(Cl)c3ccccc23)c([N+](=O)[O-])c1	?	-3%	-1%	-24%	?	17	23%	-15%	-10%
O=C(C1CCCCC1)N1C[C@@H](n2cc(-c3ccc(F)cc3)nn2)[C@H](O)C[C@@H]1c1ccc(Cl)cc1	-6%	-3%	nt	?	?	?	nt	-3%	?
CCS(=O)(=O)Nc1ccc(C(=O)NCCSc2ccccc2)cc1	-10%	?	-2%	-1%	-11%	-7	12%	-9%	27%
CCN(Cc1ccncc1)C(=S)Nc1c(C)cccc1C	-18%	4%[57.1 µM]	1%	-2%	8%	23	-1%	1%	0%
Cc1ccc(N2C(=O)[C@@H]3C(c4cccnc4)=NO[C@@H]3C2=O)cc1	17%	-1%	-7%	11%	11%	0	0%	1%	nt
CC1CCCC(NC(=O)c2ccc3snnc3c2)C1C (centres undefined)	11%	2%	-4%	0%	0%	-3	1%	-13%	nt
